Screening data (PubChem BioAssay)
AddAB inh: less growth of phage-infected E. coli with AddAB; E. coli expressing H. pylori AddAB, absorbance growth; inhibition, % at 11.9 µM; 330,000 compounds, 0.29% hits; AID 435030; in the data active = inhibition above about 12%;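 note: 0% = vehicle wells of infected cells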
DSG3 Ab inh: blocks pemphigus antibody binding to human desmoglein-3 | P32926 | DSG3-coupled beads, scFv-anti-DSG3-GFP binding, flow cytometry; active compounds read low | binding (percent of control), % at 10 µM | 310,000 compounds, 0.48% hits | AID 588358;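 active = binding more than 3 SD below its plate's average and above zero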;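 note: hits lower antibody fragment binding to DSG3; some compounds called inactive have numbers as strong as hits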
Target sequence (P32926 whole entry, looked up, the tested form may be a part): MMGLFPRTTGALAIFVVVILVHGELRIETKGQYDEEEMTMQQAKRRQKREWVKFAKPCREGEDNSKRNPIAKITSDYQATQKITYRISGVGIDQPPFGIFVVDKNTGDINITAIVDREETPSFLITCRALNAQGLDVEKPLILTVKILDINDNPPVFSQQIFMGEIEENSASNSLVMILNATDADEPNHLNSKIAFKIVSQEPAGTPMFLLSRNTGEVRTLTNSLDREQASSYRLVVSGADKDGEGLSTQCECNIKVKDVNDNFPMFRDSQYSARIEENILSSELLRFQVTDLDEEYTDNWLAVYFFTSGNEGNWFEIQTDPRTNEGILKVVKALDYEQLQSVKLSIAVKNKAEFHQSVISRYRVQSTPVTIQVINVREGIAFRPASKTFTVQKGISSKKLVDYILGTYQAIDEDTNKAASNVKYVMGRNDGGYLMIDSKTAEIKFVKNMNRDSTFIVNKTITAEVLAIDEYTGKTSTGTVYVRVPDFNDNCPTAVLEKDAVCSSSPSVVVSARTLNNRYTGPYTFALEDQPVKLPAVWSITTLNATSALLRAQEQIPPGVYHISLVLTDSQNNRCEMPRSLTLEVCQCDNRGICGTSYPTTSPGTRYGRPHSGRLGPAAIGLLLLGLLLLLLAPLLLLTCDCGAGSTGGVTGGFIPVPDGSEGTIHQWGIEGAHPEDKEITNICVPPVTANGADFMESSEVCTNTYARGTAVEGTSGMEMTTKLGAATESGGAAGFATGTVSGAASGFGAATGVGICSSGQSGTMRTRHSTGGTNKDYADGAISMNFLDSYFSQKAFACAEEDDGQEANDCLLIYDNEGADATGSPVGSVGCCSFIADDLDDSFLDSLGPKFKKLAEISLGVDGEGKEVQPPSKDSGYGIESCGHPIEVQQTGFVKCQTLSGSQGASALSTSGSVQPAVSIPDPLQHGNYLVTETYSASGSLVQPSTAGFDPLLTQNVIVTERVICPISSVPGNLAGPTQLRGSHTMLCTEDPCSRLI
PfHsp90 yeast 2: growth inhibition of yeast expressing Plasmodium Hsp90; S. cerevisiae expressing PfHsp90, BacTiter-Glo ATP, 48 h; yeast lacking PDR1 and PDR3 efflux regulators; inhibition, % at 9.4 µM; 310,000 compounds, 0.32% hits; AID 504621;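 active = every replicate shows inhibition above about 80%, whatever the replicate mean, limit read from the data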;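 note: 0% = DMSO neutral controls and 100% = 20 µM radicicol positive controls; yeast relying on Plasmodium falciparum Hsp90 in place of its own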
Ecoli viability: counter-screen for AddAB inhibitors: E. coli growth inhibition; AID 449728; inhibition, % at 11.9 µM; 330,000 compounds, 0.27% hits; E. coli V3065 growth, OD600 absorbance, 18 h;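 active = inhibition above the campaign's mean inhibition across all tested compounds plus 3 SD, cut at about 9.9% in these data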;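 note: uninfected addAB+ strain grown without phage in ampicillin broth; 0% = DMSO wells and 100% = ciprofloxacin 0.95 µg/ml wells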
HTR5A inv ag: inverse agonist of human HTR5A in OPRM1-OPRD1 counter-screen. AID 504634. inhibition, % at 9.3 µM. 340,000 compounds, 0.083% hits. HTR5A cell line, luminescence, inverse agonism; in the data active = inhibition mostly above about 23%, no sharp cut-off; inactive = mostly below about 18%;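 note: 0% = cells with DMSO and 100% = no-cell wells with DMSO; some compounds called inactive have numbers as strong as hits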
SUMO Mot1 rescue: inhibitors of SUMOylation pathway: yeast Mot1-301 growth rescue. 320,000 compounds, 1% hits. growth rescue, % at 18.8 µM. S. cerevisiae Mot1-301 growth rescue, ATP luminescence, 38.5C; percent above DMSO median, 100 means doubled;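 active = every valid replicate shows activation above 250% relative to neutral control wells; inactive = the rest, any valid replicate at or below 250%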;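 note: OY570 slx delta 5 strain wells were the positive control but not used for scaling; some compounds called inactive have numbers as strong as hits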
MOR-DOR ag: OPRM1-OPRD1 heterodimerization agonism. cells, luminescence. activation, % at 9.3 µM. 340,000 compounds, 0.3% hits. AID 504326; in the data active = activation above about 18%;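 note: 0% = vehicle-treated cells and 100% = reference agonist; values of inactives mirror those of a sister screen read the other way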
phage Ecoli inh: E. coli growth loss with phage present | growth absorbance | inhibition, % at 11.9 µM | 360,000 compounds, 0.26% hits | AID 651602; in the data active = inhibition above about 11%
HTR5A ag: HTR5A agonism, opioid heterodimer counter-screen; 340,000 compounds, 0.61% hits; HTR5A agonist assay, luminescence, cell-based; P47898; activation, % at 9.3 µM; in the data active = activation mostly above about 9.5%, no sharp cut-off; inactive = mostly below about 7.6%;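 note: 0% = cells with vehicle only and 100% = reference agonist; strong numbers were not always called active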
PKA-R1A activ: activates the PKA-R1A holoenzyme complex | P00514+P68181 | PKA-R1A dissociation, Cy5-IP20 fluorescence polarization; scaled: DMSO 0%, 113 µM cGMP 100% | activation, % at 11.4 µM | 340,000 compounds, 0.083% hits | AID 504707;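 active = percent activation above the mean of all tested compounds plus 3 SD, cut at about 19% in these data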;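 note: higher means more PKAc released from R1A so a rise in polarization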
MOR-DOR inv ag: mu-delta opioid heterodimer inverse agonism. inhibition, % at 9.3 µM. AID 504357. P35372+P41143. 340,000 compounds, 0.21% hits. cell-based MOR-DOR heterodimer luminescence; in the data active = inhibition above about 22%, passing the limit was not always enough;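 note: 0% = cells with DMSO and 100% = wells without cells with DMSO; values of inactives mirror those of a sister screen read the other way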
* = called active by the depositor; / = no result given.

SMILES	AddAB inh	DSG3 Ab inh	PfHsp90 yeast 2	Ecoli viability	HTR5A inv ag	SUMO Mot1 rescue	MOR-DOR ag	phage Ecoli inh	HTR5A ag	PKA-R1A activ	MOR-DOR inv ag
O=C(COC(=O)c1ccc2c(c1)OCCO2)Nc1cc(S(=O)(=O)N2CCOCC2)ccc1Cl	-1.7	99.4	-18.6	-2.9	-1.4	-5.6	-3.5	4.3	2.1	-9.1	16.7
CCOC(=O)c1cc2sccc2n1CC(=O)N1CCCC1	-0.6	96.8	-18.9	1.1	9.5	104.4	-1.4	0.2	0.7	-6.9	7.9
O=C(N1CCCCC1)N1CCN(C(c2ccccc2)c2ccccc2)CC1	3.3	93.9	/	0.5	-5.5	-4.2	-0.1	0.3	-2.9	-2.4	0.3
CC[C@H]1CN2CCc3cc(OC)c(OC)cc3[C@@H]2C[C@@H]1C[C@H]1NCCc2cc(OC)c(OC)cc21	-3.5	109.1	11.9	-2.3	9.3	-20.7	-2.4	/	-2.6	-6.1	12.8
C=Cn1cc[n+](CC(=O)C(C)(C)C)c1	-1.2	98.6	-3.9	-1.3	9.3	18.9	-2.1	3.2	-3.6	8.7	10.7
COCC1CCCCN1C(=O)c1ccc2nc(Cc3ccc(OC)c(OC)c3)oc2c1 (configuration not stated)	1.3	104.2	-73.5	0.4	11.9	76.5	-0.6	0.9	-4.7	-14.2	2.5
COc1ccccc1C1(O)C(=O)Nc2ccccc21 (configuration not stated)	1.6	101.5	-1.5	-2.0	-8.2	-10.3	-2.6	1.4	2.3	-2.6	11.5
O=C(c1c(O)c2ccccc2oc1=O)C1CCCCC1	-0.2	104.6	/	-0.5	-7.2	26.8	-1.6	2.6	-0.2	-9.2	8.5
CCOC(=O)Cc1nn(CCc2ccccn2)c(=O)c2ccccc12	2.6	/	-2.1	1.1	-9.1	4.9	-2.4	1.4	-0.7	-10.6	10.8
O=C(NC1CCCc2ccccc21)c1cccc(S(=O)(=O)N2CCOCC2)c1 (configuration not stated)	3.3	98.2	13.7	1.1	-9.4	-13.2	-1.1	1.1	3.3	4.3	5.5
Cc1ccc(O)c(C2=Nc3ccccc3N=C(c3cccs3)C2)c1	2.4	/	-30.7	2.2	6.5	-4.2	2.0	1.0	6.3	6.8	-9.7
CCC(Sc1n[nH]c(=O)[nH]c1=O)C(=O)OCc1ccccc1 (configuration not stated)	-0.6	/	-4.3	-2.2	-9.2	-4.4	-0.8	0.1	0.7	-3.3	5.0
CCc1nnc(NS(=O)(=O)c2ccc(NC(=S)NC(=O)/C=C/c3ccc(OC)cc3)cc2)s1	0.7	98.3	22.3	-0.1	7.8	-12.9	0.1	1.0	-7.5	-5.1	-0.4
CCOC(=O)N1CCN(c2ccccc2OC)CC1	1.2	110.6	-7.6	0.5	15.5	16.9	-0.9	1.0	-0.9	8.0	5.0
O=C(CCc1nnc(C2CCCCC2)o1)N1CCCCC1CCn1cccn1 (configuration not stated)	1.1	99.9	1.7	2.8	-3.4	-7.2	-2.5	3.6	1.2	4.8	13.0
COc1cc(-c2cc(C(=O)N3CCN(c4ccccn4)CC3)c3ccccc3n2)cc(OC)c1OC	-0.7	105.1	-2.3	-0.7	8.3	1.0	-0.4	-0.2	-5.6	-11.7	2.0
CC(c1n[nH]c(=S)n1Cc1ccccc1)N(C)C (configuration not stated)	6.2	102.9	21.6	0.5	8.9	-4.4	-1.1	0.7	-3.2	-15.4	5.8
COc1cc(S(=O)(=O)NCCCn2ccnc2)ccc1Cl	2.8	97.0	-7.7	-0.9	-3.4	-0.3	-2.1	2.4	0.9	4.2	9.5
CCc1ccc(NC(=O)C2=CC(c3cccs3)=NS(=O)(=O)N2C)cc1	1.5	97.8	-15.2	-0.1	9.2	-6.9	4.0	2.0	3.5	7.3	-23.5
COc1ccc(OC)c(NC(=O)C(=S)NC2CCCCC2)c1	3.1	98.9	-27.4	3.1	0.3	11.9	2.2	2.0	-0.1	-1.7	-10.4
CCOc1ccccc1N1CCN(Cc2cccc(OC)c2OC)CC1	-3.8	102.0	/	-2.7	-3.4	0.6	-0.9	3.0	1.4	-11.1	4.2
CCOC(=O)C1(C(F)(F)F)N=C(C(F)(F)F)Nc2ccccc21 (configuration not stated)	0.6	96.2	4.5	1.7	-1.6	16.6	-1.9	2.6	-3.4	-9.0	10.8
CCCC(C(=O)O)N1C(=O)/C(=C/c2cccn2C)SC1=S (configuration not stated)	1.4	103.8	-29.5	0.8	-9.6	-3.9	-3.1	-1.6	-1.6	4.6	16.2
Cc1cc(SCC(=O)Nc2cccc(S(N)(=O)=O)c2)c(C)cc1Br	-2.3	106.8	-2.6	-0.2	-15.8	-0.7	1.1	5.0	7.8	-1.4	-5.7
CC(C)CN(C(=O)COC(=O)c1cccn1C)c1c(N)n(Cc2ccccc2)c(=O)[nH]c1=O	2.3	104.3	-1.2	3.9	-11.3	17.1	-3.6	-0.8	1.1	-8.4	19.4

Exported in CSV form: entries from further up.
Molecule,AddAB inh,DSG3 Ab inh,PfHsp90 yeast 2,Ecoli viability,HTR5A inv ag,SUMO Mot1 rescue,MOR-DOR ag,phage Ecoli inh,HTR5A ag,PKA-R1A activ,MOR-DOR inv ag
COc1ccc(OC)c(NC(=O)C(=S)NC2CCCCC2)c1,3.1,98.9,-27.4,3.1,0.3,11.9,2.2,2.0,-0.1,-1.7,-10.4
CCOc1ccccc1N1CCN(Cc2cccc(OC)c2OC)CC1,-3.8,102.0,/,-2.7,-3.4,0.6,-0.9,3.0,1.4,-11.1,4.2
CCOC(=O)C1(C(F)(F)F)N=C(C(F)(F)F)Nc2ccccc21 (configuration not stated),0.6,96.2,4.5,1.7,-1.6,16.6,-1.9,2.6,-3.4,-9.0,10.8
CCCC(C(=O)O)N1C(=O)/C(=C/c2cccn2C)SC1=S (configuration not stated),1.4,103.8,-29.5,0.8,-9.6,-3.9,-3.1,-1.6,-1.6,4.6,16.2
Cc1cc(SCC(=O)Nc2cccc(S(N)(=O)=O)c2)c(C)cc1Br,-2.3,106.8,-2.6,-0.2,-15.8,-0.7,1.1,5.0,7.8,-1.4,-5.7

The list goes on.
SMILES	AddAB inh	DSG3 Ab inh	PfHsp90 yeast 2	Ecoli viability	HTR5A inv ag	SUMO Mot1 rescue	MOR-DOR ag	phage Ecoli inh	HTR5A ag	PKA-R1A activ	MOR-DOR inv ag
Cc1ccc(CN2CCC(n3nccc3NC(=O)CCCc3ccccc3)CC2)o1	1.1	104.7	10.7	-0.2	9.2	/	-1.6	2.0	-3.2	-11.2	8.4
C=CCS(=O)(=O)N1CCCC(Cc2ccccc2C)(C(=O)OCC)C1 (configuration not stated)	5.5	137.0	5.6	-2.6	5.8	-3.5	-1.4	-0.4	-1.5	-3.0	7.1
CCCN(CCC)c1ncnc2nc[nH]c12	0.1	99.0	1.5	-0.8	-1.4	-4.9	-0.6	2.8	0.5	-1.1	3.7
COc1cc(NC(=S)NCCc2c[nH]c3ccccc23)c(OC)cc1Cl	1.3	99.6	-21.0	-0.8	-19.2	-26.8	2.0	-0.4	5.6	-8.6	-11.6
C/C(Cn1cnc([N+](=O)[O-])n1)=N/NC(=O)COc1c(Cl)cc(Cl)cc1Cl	3.1	100.0	3.3	0.2	21.6	15.3	1.4	4.1	-7.7	-5.3	-10.4
COC(=O)c1cn(N(C)c2ncc(C(F)(F)F)cc2Cl)c(=O)c2ccccc12	-2.1	101.7	2.3	1.6	-14.2	-11.1	7.2	0.3	3.9	-5.4	-38.9
COc1cc(CNc2nc3c(C)cc(C)cc3s2)ccc1O	-0.8	99.8	8.5	-1.7	-27.9	210.1	-1.4	-2.6	7.2	-2.5	6.8
O=c1cc(CCl)nc2scc(-c3ccccc3)n12	0.2	103.0	-24.0	-1.5	-21.3	-13.9	-2.9	2.4	8.5	-10.9	14.6
Cc1ccc(F)c(NC(=O)CCc2ccccc2)c1	-1.6	111.3	-1.6	0.2	-13.0	-0.6	-0.7	2.5	-1.8	-9.2	3.9
CC(C(=O)Nc1ccccc1-c1ccccc1)N(C)Cc1nc2ccccc2c(=O)[nH]1 (configuration not stated)	-1.6	102.6	16.2	-0.6	-17.7	9.3	-2.6	4.8	-1.4	0.0	13.4
CCN(CC(=O)Nc1c(F)cccc1F)C(=O)CSc1ccccc1	0.9	100.2	3.2	0.9	10.1	-0.8	-5.4	1.2	4.8	-3.6	26.1
CCN(CC)C(=N)/C(C#N)=N/Nc1ccc(C)cc1	1.1	102.2	19.8	0.9	28.8	30.0	-3.7	3.1	3.6	-7.6	18.9
CCCCCCOc1cccc(N)c1	2.1	100.3	-55.8	-0.1	-27.0	32.6	-0.7	5.3	3.8	-1.0	3.4
Nc1ncnc(Nc2c(F)cccc2F)n1	0.1	/	-11.6	-1.1	-19.1	-7.8	-2.6	2.9	-2.2	3.6	13.0
CC(=O)Oc1ccccc1C(=O)Nc1ccccc1C(=O)N1CCCC1	1.3	108.0	-5.8	-0.1	7.8	-19.6	-1.6	0.5	3.4	-3.7	5.3
C#CCOCCOCCOCCNc1nc(N2CCN(C(=O)[C@H](CCCCN)n3cc([C@@H](N)C(C)CC)nn3)CC2)nc(N2CCN(C(=O)[C@H](CCCCN)n3cc([C@@H](N)CC(C)C)nn3)CC2)n1 (some centres not stated)	1.1	114.8	30.9	-0.8	-8.8	-23.2	0.1	3.8	3.2	5.1	-0.5
CC1(C)Cc2c(sc(NC(=O)c3ccc(S(=O)(=O)N4CCCCCC4)cc3)c2C(N)=O)C(C)(C)N1	-0.2	108.8	13.3	-1.3	-2.2	-16.4	-6.3	1.7	1.1	-13.1	20.6
NC(=S)N/N=C/c1cn(CCC(=O)O)nc1-c1cccc(Br)c1	4.3	95.1	12.4	1.1	0.9	2.0	-1.8	0.1	-0.3	-5.2	9.7
Cc1nc(SCC(=O)N2CCCC2=O)nc(C)c1C	-1.1	117.3	-16.1	2.1	-4.1	-4.7	-3.5	-0.5	1.0	-1.4	18.1
CCOc1ccc(N(CC(=O)NCCSCc2ccco2)S(=O)(=O)c2ccc(F)cc2)cc1	1.8	97.9	8.1	0.2	-17.7	2.3	-1.3	1.5	0.1	-17.2	7.0
O=C(NCCCN1CCN(CCCNC(=O)c2cc([N+](=O)[O-])ccc2Cl)CC1)c1cc([N+](=O)[O-])ccc1Cl	1.8	108.0	4.7	-0.4	5.9	-11.4	0.7	3.1	-2.4	12.4	-3.9
COc1ccc(-n2c(C)cc(/C=N/Nc3nnc(C)n3N)c2C)cc1	13.6*	103.4	-4.0	3.4	-4.5	0.1	7.0	1.2	4.8	-2.6	-38.4
COc1ccc(NC(=O)c2c[nH]n3c(=O)cc(C4CCN(C(=O)OC(C)(C)C)CC4)nc23)cc1Cl	3.4	96.0	-5.0	-0.4	-4.4	-14.4	-1.9	4.2	1.5	-3.0	9.8

Not a hit list. About 3.2% of those tested had a hit in this group.
